Screens deposited in PubChem by several laboratories.
p97 ATPase inh: blocks human p97 ATPase activity | actives 0.42% (n = 220,000) | inhibition, % at 8 µM | AID 1481 | recombinant p97 ATPase, Kinase-Glo ATP luminescence, 3 h; in the data active means inhibition above about 15%;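 further: 0% = DMSO vehicle and 100% = wells lacking enzyme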
p47phox inh: inhibitors of human p47phox binding | p47phox/p22phox peptide binding, fluorescence polarization, 2 h | inhibition, % at 24.7 µM | actives 0.53% (n = 220,000);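 active means inhibition above about 30%, limit read from the data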;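 further: 0% = p47phox with labelled peptide and 100% = labelled peptide alone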
Target sequence (P14598 whole entry, looked up): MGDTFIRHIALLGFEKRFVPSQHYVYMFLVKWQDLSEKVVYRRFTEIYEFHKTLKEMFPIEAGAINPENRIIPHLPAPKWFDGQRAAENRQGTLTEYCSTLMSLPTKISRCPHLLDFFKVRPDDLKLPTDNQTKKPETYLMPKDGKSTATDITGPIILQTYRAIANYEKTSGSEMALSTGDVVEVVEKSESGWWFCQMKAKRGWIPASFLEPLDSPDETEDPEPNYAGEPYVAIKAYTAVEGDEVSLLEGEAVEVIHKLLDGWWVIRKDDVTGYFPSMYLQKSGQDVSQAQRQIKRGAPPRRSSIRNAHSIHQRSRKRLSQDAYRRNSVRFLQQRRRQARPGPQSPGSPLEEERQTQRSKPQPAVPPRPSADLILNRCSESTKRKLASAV
EBV gp42 block: EBV gp42 inhibition. Q1HVG2. Fluorescence polarization binding assay, mP read-out. inhibition, % (tested at 21.74 µM). actives 0.42% (n = 220,000). AID 1085; in the data active means inhibition above about 50%
Target sequence (Q1HVG2 whole entry, looked up): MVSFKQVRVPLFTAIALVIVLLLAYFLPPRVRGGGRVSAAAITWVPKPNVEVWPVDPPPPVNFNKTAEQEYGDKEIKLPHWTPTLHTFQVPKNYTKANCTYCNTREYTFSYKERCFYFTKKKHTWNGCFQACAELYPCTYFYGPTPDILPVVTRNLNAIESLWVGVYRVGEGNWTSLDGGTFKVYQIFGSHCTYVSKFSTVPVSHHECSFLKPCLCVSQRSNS
m-calpain inh: inhibitors of pig calpain II; inhibition, % at 16 µM; actives 0.37% (n = 220,000); purified calpain II, fluorogenic peptide substrate, 30 min;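 active means inhibition above about 50%, limit read from the data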
Runt-SMMHC FRET: blocks binding of human RUNX1 Runt domain to CBFb-SMMHC | Cerulean-Runt/Venus-CBFb-SMMHC FRET ratio 530/480, 1 h | actives 0.74% (n = 220,000) | AID 1434 | inhibition, % at 20 µM;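 active means mean inhibition across duplicate retests at 20 µM reaching about 50%, limit read from the data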;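 further: 0% = DMSO wells and 100% = wells with excess untagged CBFb-SMMHC; inhibitors lower the FRET ratio by blocking Runt binding to CBFb-SMMHC; some results filed as inactive read as strong as hits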
Runt-CBFb FRET: inhibitors of human RUNX1 Runt domain binding to CBFb; Cerulean-Runt/Venus-CBFb FRET ratio 530/480, 1 h; inhibition, % at 20 µM; actives 0.46% (n = 220,000); AID 1496;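 active means inhibition over about 50% at 20 µM in the single-dose screen, limit read from the data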;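 further: 0% = DMSO wells and 100% = excess unlabeled CBFb competitor control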
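test system = Cerulean-tagged RUNX1 Runt domain (FRET donor) fusion protein | reagent = Venus-CBFb binding partner, 100 nM | incubation = protein complex preformed 1 h, compound exposure 1 h, room temperature, dark | detection = FRET fluorescence | read-out basis = loss of energy transfer signal | controls = 5 µM unlabeled CBFb as full-inhibition high control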
RBBP9 inh: blocks human serine hydrolase RBBP9 | O75884 | recombinant RBBP9, FP-Rh probe fluorescence polarization | inhibition, % at 7.94 µM | actives 0.2% (n = 220,000) | AID 1515;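 active means inhibition above the campaign mean of all tested compounds plus 3 SD, cut at about 14% in these data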;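 further: plate controls were DMSO wells with RBBP9 for no effect and wells lacking RBBP9 protein for full effect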
Target sequence (O75884 whole entry, looked up): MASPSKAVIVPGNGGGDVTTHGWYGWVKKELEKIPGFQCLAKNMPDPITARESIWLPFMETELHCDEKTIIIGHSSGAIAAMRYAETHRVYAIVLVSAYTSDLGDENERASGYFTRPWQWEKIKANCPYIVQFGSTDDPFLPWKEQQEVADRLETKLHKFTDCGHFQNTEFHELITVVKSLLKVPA
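System: RBBP9 protein / Quantity: 2.5 µM RBBP9 dispensing solution, before mixing / Also added: Serine-hydrolase probe FP-Rh, 375 nM pre-mixing / Dosing: 7.94 µM single dose, 0.794% DMSO / Timing: enzyme-compound preincubation 30 min, then probe labeling 45 min, 25 °C / Signal: FP readout at 525/598 nm / Controls: DMSO-treated enzyme wells and wells lacking RBBP9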
Furin inh: blocks human furin protease activity. inhibition, % at 30 µM. actives 0.061% (n = 220,000). purified furin, fluorogenic substrate cleavage; in the data active means inhibition above about 25%; further: inactives centre near -15
TbHK1 inh: T. brucei hexokinase 1 inhibition. recombinant TbHK1, G6PDH-coupled NADH A340. inhibition, % at 10 µM. actives 0.11% (n = 220,000);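 active means inhibition of 50% or more in the single-dose primary screen; inactive means inhibition below 50%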
Active calls of the source: *; i = inactive; . = not tested or not shown; [ ] = another dose, or the depositor's remark.

SMILES	p97 ATPase inh	p47phox inh	EBV gp42 block	m-calpain inh	Runt-SMMHC FRET	Runt-CBFb FRET	RBBP9 inh	Furin inh	TbHK1 inh
COc1ccc(-c2ccc3c(N)c(C(=O)c4cccc(OC)c4)sc3n2)cc1	1	-13	-29	-25	-109	-14	-16	6[20 µM]	-11
C/C(=N\Nc1ccc(S(N)(=O)=O)cc1[N+](=O)[O-])c1ccccc1O	3	-6	-5	-12	3	-4	-10	-16	-16
CN(c1ccccc1)S(=O)(=O)c1cccc(NC(=O)c2ccc3ncsc3c2)c1	7	-12	-7	9	-5	0	-29	-19	0
COc1ccc(CNC(=O)COC(=O)c2ccc(Br)cc2)cc1	1	-11	-11	3	-1	0	-3	-28	5
COC(=O)C(Cc1c[nH]c2ccccc12)NC(=O)c1cc(-c2ccc(OC)c(OC)c2)oc1C (stereo not given)	0	-48	-10	-29	1	13	-2	-7	-7
O=S(=O)(NCCNc1nccc(C(F)(F)F)n1)c1ccccc1	3	-9	-18	-10	-2	-1	7	-20	-6
O=C/C(=C\Nc1ccc(S(=O)(=O)CCO)cc1)c1nc2cc(Cl)ccc2o1	3	-73	-2	-89	-6	-4	-11	-11	-21
COc1cccc2cc(C(=O)C3=C(O)C(=O)N(CCN4CCOCC4)C3c3cccs3)oc12 (stereo not given)	-4	-18	-23	-13	-5	-1	-9	0	-8
COc1ccccc1C(=O)NNC(=O)c1ccncc1	5	-2	-12	-14	-8	-1	0	-30	-24
COc1ccc(-c2[nH]c(-c3ccccc3)nc2SCC(=O)NCc2ccco2)cc1OC	-1	-8	-6	-41	3	2	-5	-6	-3

Record cards, as listed above. Order of values: p97 ATPase inh	p47phox inh	EBV gp42 block	m-calpain inh	Runt-SMMHC FRET	Runt-CBFb FRET	RBBP9 inh	Furin inh	TbHK1 inh
Listed for COC(=O)C(Cc1c[nH]c2ccccc12)NC(=O)c1cc(-c2ccc(OC)c(OC)c2)oc1C (stereo not given) = 0	-48	-10	-29	1	13	-2	-7	-7
Listed for COc1ccc(-c2[nH]c(-c3ccccc3)nc2SCC(=O)NCc2ccco2)cc1OC = -1	-8	-6	-41	3	2	-5	-6	-3
Listed for C/C(=N\Nc1ccc(S(N)(=O)=O)cc1[N+](=O)[O-])c1ccccc1O = 3	-6	-5	-12	3	-4	-10	-16	-16

Next compounds follow:
SMILES	p97 ATPase inh	p47phox inh	EBV gp42 block	m-calpain inh	Runt-SMMHC FRET	Runt-CBFb FRET	RBBP9 inh	Furin inh	TbHK1 inh
CC1CC(C)(C)NC(=S)N1CCC(=O)NCCc1ccc(Cl)cc1 (stereo not given)	2	-4	-7	-8	1	1	-5	-33	-1
CCOC(=O)C1=C(C)NC(=O)NC1c1ccc(OC)c(CN2CCOCC2)c1 (stereo not given)	-2	-7	-1	6	0	1	-2	-20[20 µM]	2
COc1ccc([N+](=O)[O-])cc1NC(=O)c1ccc(N(Cc2ccccc2C)S(C)(=O)=O)cc1	3	-8	-7	-15	1	1	-5	-15	2
CCO[C@H]1OC(C(N)=O)=C[C@@H](c2csc3ccccc23)[C@@H]1CCCO	2	-8	-14	5	-2	0	-6	-17	-9
Cc1nc2c(C(=O)NCCc3ccccc3)c[nH]n2c(=O)c1Cl	-1	-8	-19	-6	-3	-5	0	-23	1
O=C(Nc1ccccc1)Nc1ccc2ncoc2c1	5	5	6	31	4	4	0	-22	1
O=C1NC[C@H](Cc2ccccc2)N(CCc2cccc(F)c2)C1=O	.	-27	-18	-14	-2	3	.	-24	-9
COc1ccc(C(=O)NC(=S)Nc2cccc(S(=O)(=O)N3CCOCC3)c2)cc1	-2	0	-9	16	4	4	-4	-19	1
CCN(CC)S(=O)(=O)c1cccc(C(=O)NCCc2ccccc2)c1	-7	.	.	.	.	.	-8	-11[20 µM]	1
COc1ccc(CC(=O)O)cc1O	4	-2	-5	3	2	3	3	-34	0
O=C(NCCN1CCN(Cc2ccccc2Cl)CC1)Nc1ccccc1	-2	-14	-15	-18	4	-1	-9	-13[20 µM]	7
Cc1cc(C)n(-c2ccc(C(=O)OCC(=O)c3ccc(Br)s3)cc2)n1	3	-21	-17	-29	-3	-1	-3	-26	2
O=C(CCn1c(=O)oc2ccccc21)N1CCN(c2ccccc2Cl)CC1	-9	-2	-10	2	-7	-2	-13	-11[20 µM]	3
CCOC(=O)c1c(C)[nH]c(C(=O)COC(=O)/C=C/c2cccc(OC)c2OC)c1C	2	-14	-23	-33	3	-3	2	-24	-16
CC1CC(CC(=O)Nc2nc(-c3ccccc3)cs2)C(=O)O1 (stereo not given)	1	-7	-4	-16	3	-1	-8	-11	0
CCOC(=O)Cc1csc(NC(=O)CN(C)S(=O)(=O)c2ccc3c(c2)CCC(=O)N3)n1	-4	.	.	.	-6	1	-7	-24	-1
CCCOc1cccc(C(=O)N(Cc2ccco2)C2CCS(=O)(=O)C2)c1 (stereo not given)	-7	-2	-22	10	-2	-1	-9	-23[20 µM]	1
CCC(=O)Nc1ccc(-c2csc(C)n2)cc1	-4	-4	8	-6	2	-2	-4	-19	-5
CC1=C(C)CC(C(=O)c2ccc(C)cc2)C(C(=O)O)C1 (stereo not given)	-6	3	-14	-31	1	0	-13	2[20 µM]	-4
CCOc1ccc(CN2CCN(Cc3cccn3-c3nccs3)CC2CCO)cc1 (stereo not given)	-9	1	3	24	-2	1	-10	-11	-4
COc1ccc(/C=C/C(=O)NC(=S)Nc2cc3oc4ccccc4c3cc2OC)cc1	6	20	-7	62*	-4	-1	-11	10	-11
COc1cnc(-c2ccccn2)nc1Oc1ccccc1Cl	1	-6	-12	24	3	2	-5	-19[20 µM]	3
CC(=O)N1N=C(c2ccccc2)CC1c1cn(Cc2ccccc2)c2ccccc12 (stereo not given)	0	-12	-6	-6	10	1	1	-10	-1
O=C(/C=C/c1cccc([N+](=O)[O-])c1)Nc1ccc(Cl)cn1	2	-1	-11	-19	0	0	-7	-7	-4
O=C(CSCCN1C(=O)c2ccccc2C1=O)Nc1ccc2ccccc2c1	1	-5	11	9	1	1	-1	-21	-8
OCCN(CCO)c1ncnc2c1sc1nc(N3CCOCC3)c3c(c12)CCCC3	-4	-8	19	-129	-5	0	-10	-24[20 µM]	-34
COc1ccc(OC)c(NC(=O)c2cnn(-c3ccccc3Cl)c2NC(=O)c2ccco2)c1	2	-6	-10	-40	0	0	3	-8[20 µM]	-14
COCc1[nH]nc2c1C1(C(=O)N(C)c3ccccc31)C(C#N)=C(N)O2 (stereo not given)	2	-10	-9	-34	-2	-1	-9	-19	11
CCCCCCCC[n+]1cccc(C(=O)N2c3c(nc(N)[nH]c3=O)NC(C)C2C)c1 (stereo not given)	7	-2	-45	-9	3	-1	-4	-18	9
CC1CN(c2ccc(NC(=S)NNCCC#N)cc2)CC(C)O1 (stereo not given)	5	-7	4	-22	-1	2	-2	-15	-2
Cc1cc2nc(CCl)cc(=O)n2[nH]1	9	-1	-12	-7	-1	1	0	-26	-4
CC(C)(C)c1cc(C(c2cccnc2)N2CCN(CCO)CC2)cc(C(C)(C)C)c1O (stereo not given)	1	11	-5	-1	34	31	-7	-14[20 µM]	-11
Cc1cc(C)n(-c2ccc(C(=O)Oc3ccc4c(c3)OCO4)cc2)n1	2	0	21	34	-2	0	2	-12[20 µM]	-6
Cc1ccc2[nH]c3c(c2c1)CCC3=O	5	-8	-15	i	1	-2	-6	-22	-7
CC(C)C1CC(=O)NC(SCC(=O)Nc2ccc(Br)cc2)=C1C#N (stereo not given)	4	2	4	16	-1	-3	-1	-23	-3
CC1CCN(C(=O)C2CCC(CNc3c(N4CCCCC4)c(=O)c3=O)CC2)CC1 (stereo not given)	4	-8	-10	19	-5	2	3	-19	-4
COc1cccc(-n2c(=O)c3c(C)c(C(=O)N(C)C)sc3n(CC(=O)NCCc3ccc(OC)c(OC)c3)c2=O)c1	1	-2	-7	14	-1	-1	-10	-8	0
COc1c2ccoc2nc2c(OC)c(OCC(O)C(C)(C)O)ccc12 (stereo not given)	-2	-3	4	i	2	1	-9	-16[20 µM]	-17
C[n+]1cccc2cccc([O-])c21	37*	10	0	13	-2	-5	1	-30	-4
Cc1nn(Cc2ccc([N+](=O)[O-])cc2)c(=O)n1-c1cccc(Cl)c1	0	-14	2	-1	-2	3	-3	-27	3
O=C(Cn1nnc(-c2ccccc2)n1)c1ccccc1	5	-7	-1	-12	4	0	0	1	-6
CCOCCCNC(=O)CS(=O)(=O)Cc1nc(-c2cccc(OC)c2)oc1C	-5	17	0	14	1	2	-2	-11[20 µM]	0
Cn1c(C(=O)O)c(CC(=O)N2CCC(Cc3ccccc3)CC2)c2ccccc21	-2	-9	-3	34	4	-3	-4	-6	1
Cc1cc(NS(=O)(=O)c2ccc(CC(C)C)cc2)no1	0	-1	0	-21	0	2	-15	-15[20 µM]	-15
CCN(C(=O)C(C)OC(=O)C1C(C(=O)OC)=C(C)NC(C)=C1C(=O)OC)c1ccccc1 (stereo not given)	-1	7	-16	-26	6	-1	-3	-8	-12
Clc1ccc(OCc2cn3cccnc3n2)c2ncccc12	-2	-3	-7	-154	4	1	2	-13	-6
O=C(CCN1C(=O)C2C3C=CC(C4CC34)C2C1=O)Oc1ccc(Br)cc1 (stereo not given)	-3	4	-3	6	1	-2	4	-21	0
O=C(c1ccc(CSc2ccccc2)cc1)N1CCN(c2ccccc2)CC1	-10	-2	14	32	1	-2	-10	-9	7
COc1cc(NS(=O)(=O)c2ccc(NC(=O)COc3ccccc3C)cc2)nc(OC)n1	1	-19	-6	-21	-2	-2	-10	-26	3
COC(=O)Cc1nnc(NC(=O)c2ccccc2)s1	-1	-25	-6	-11	2	1	0	-11	0

Quoted from the listing.
TbHK1 inh, Clc1ccc(OCc2cn3cccnc3n2)c2ncccc12 is entered as -6
p47phox inh, O=C(Cn1nnc(-c2ccccc2)n1)c1ccccc1 is entered as -7

Next part
SMILES	p97 ATPase inh	p47phox inh	EBV gp42 block	m-calpain inh	Runt-SMMHC FRET	Runt-CBFb FRET	RBBP9 inh	Furin inh	TbHK1 inh
CCCc1cc(=O)oc2c(CN(CC)CC)c(O)c(Cl)cc12	-10	2	-4	-342	129*	91*	-6	-194	-25
O=C(C1=C[C@@H](c2ccccc2)C[C@@H](OCCCCO)O1)N1CCOCC1	5	.	-13	8	-10	-1	-1	-15	-8
CCOc1ccc(/C=C(\C(=O)O)c2ccc(S(=O)(=O)N3CCOCC3)s2)cc1OC	-2	-4	1	-18	69*	15	-9	-3	-21
COc1ccc(CCn2c(N3CCN(C)CC3)nc3c2c(=O)[nH]c(=O)n3C)cc1	-1	-4	-13	-15	-1	-1	-4	-18	-3
CCOC(=O)Cn1nnnc1CN(Cc1ccc(OC)cc1)Cc1cc2cc(CC)ccc2[nH]c1=O	2	-4	-2	21	-4	-7	-2	-8	-16
N#Cc1c(N2CCOCC2)nc(-c2ccco2)c2c1CCCC2	2	-9	-3	-176	8	0	-7	-28	10
Cc1ccc(NC(=O)COC(=O)CCc2ccc(S(=O)(=O)N3CCOCC3)cc2)cc1F	6	-12	-5	13	-8	-5	-11	-23	3
O=c1c2ccccc2nc(COc2ccccc2)n1/N=C/c1c[nH]c2ccccc12	1	-5	-9	-38	-12	-3	-6	-18	-5
CC(SCC(=O)O)c1nc2ccccc2[nH]1 (stereo not given)	2	-7	-15	7	-1	0	3	-21	-4
COC(=O)c1cc(C(=O)CC(C)C)c[nH]1	3	-5	-9	-16	-8	0	-5	-16	-2
COC(=O)c1ccc2c(=O)n(C3CCCCC3)c(SCC#N)nc2c1	11	-4	-23	8	-7	-4	2	0	-6
